Bioassay records: PubChem BioAssay, Broad Institute
F508del corr – CFTR F508del correction in bronchial cells; 350,000 compounds, 0.36% hits; activity (quench increase), % at 7.58 µM; CFBE cells, YFP halide quenching; stimulated with forskolin plus potentiator P3; % fluorescence drop versus neutral controls;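 active = mean added fluorescence quench of at least 8% versus neutral control, with both replicates also reaching 8%; inconclusive = only one of the mean or replicate conditions met; inactive = mean below 8% and not both replicates reaching 8%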;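 also: cells transiently co-express mutant CFTR-F508del with the halide-sensitive YFP; corrector assay measuring rescue of mutant channel to the surface after 24 h compound exposure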
DENV2 CPE – protects cells from dengue virus 2 cytopathic effect; DENV2-infected cells, cytopathic effect rescue, plate reader; CPE inhibition, % at 9.99 µM; 350,000 compounds, 1.7% hits; AID 651640; in the data active = CPE inhibition above about 20%, passing the limit was not always enough; inconclusive = no clear call, values can overlap the other calls; tested in BHK-21 cells;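 also: 0% = median of neutral control wells and 100% = median of positive control wells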
ARNT TACC3 PPI – disrupts binding between human ARNT and TACC3 | Q9Y6A5 | AlphaScreen His-ARNT PAS-B/GST-TACC3 binding, luminescence; TACC3 fragment carries E629A point mutation | inhibition, % at 9.99 µM | 390,000 compounds, 0.66% hits | AID 623870;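 active = mean inhibition of replicates at least 50% and at least half of replicates each reaching 50%; inconclusive = half or more replicates reach 50% but mean below 50%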;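 also: 0% = complete ARNT plus TACC3 wells and 100% = ARNT alone without TACC3; many hits fall short of the cut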
EWS-Fli inh – blocks EWS/Fli oncoprotein-driven transcription; A673 NR0B1-luciferase reporter, viability-normalised; 350,000 compounds, 0.67% hits; inhibition, % at 12.6 µM;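 active = mean inhibition of at least 50% after viability correction, with every replicate also passing that limit; inconclusive = mean reaches 50% but only one of two replicates passes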;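 also: firefly luciferase signal divided by Alamar Blue viability fluorescence both relative to DMSO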
ERp5 inh – ERp5 (human) disulfide isomerase inhibition; ERp5 insulin aggregation, absorbance 650 nm, 90 min; 350,000 compounds, 0.05% hits; AID 651711; Q15084; inhibition, % at 9.99 µM;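 active = mean replicate inhibition above about 25%, with every replicate also reaching it, limit read from the data, passing the limit was not always enough; inconclusive = only one of those two criteria met; inactive = neither criterion met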
Target sequence (Q15084 whole entry, looked up): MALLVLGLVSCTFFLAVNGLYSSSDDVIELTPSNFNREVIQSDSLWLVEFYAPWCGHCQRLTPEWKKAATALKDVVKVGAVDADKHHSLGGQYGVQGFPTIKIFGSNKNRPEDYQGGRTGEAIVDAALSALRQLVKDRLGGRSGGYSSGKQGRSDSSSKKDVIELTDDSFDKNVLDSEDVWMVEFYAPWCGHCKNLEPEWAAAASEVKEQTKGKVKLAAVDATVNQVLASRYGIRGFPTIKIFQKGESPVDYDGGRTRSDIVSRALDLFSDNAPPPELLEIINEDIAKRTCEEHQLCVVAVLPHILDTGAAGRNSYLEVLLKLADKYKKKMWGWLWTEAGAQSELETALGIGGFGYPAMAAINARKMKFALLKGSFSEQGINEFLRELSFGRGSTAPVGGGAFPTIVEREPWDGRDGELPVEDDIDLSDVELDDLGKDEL
GSIS activator – primary screen for activators of insulin secretion dependent on glucose, INS-1E cells, GLuc reporter luminescence. INS-1E GLuc reporter insulin secretion, 2-3 h. activation, % at 16.6 µM. 370,000 compounds, 0.61% hits;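 active = lowest replicate activation of at least 40%, so every replicate reaches that level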;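 also: 0% = median of neutral control wells and 100% = median of IBMX positive control wells; some compounds called inactive have numbers as strong as hits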
PAX8 reporter – inhibitors of PAX8 transcriptional activity in RMG-I cells; RMG-I TPO-luciferase reporter, SteadyGlo, 24 h; inhibition, % at 12.6 µM; 360,000 compounds, 1.2% hits;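 active = mean replicate inhibition at least 60% with every replicate also reaching 60%; inconclusive = only one of the two criteria is met; inactive = mean below 60% and not all replicates reaching 60%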;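 also: luciferase light reporting Pax8 driven TPO promoter activity; plate controls were median of neutral control wells for no effect and mitoxantrone controls for full effect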
Xi reactivation – activators of X-chromosome reactivation in mouse fibroblasts; XiGFP mouse fibroblasts, % GFP-positive cells imaging, 3 d; cells co-treated with 5-aza-dC sensitizer; scaled so ellipticine positive control = 100%; activation, % at 7.58 µM; 360,000 compounds, 0.055% hits;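 active = mean normalized replicate activation at least 10% and every replicate at or above 10%; inconclusive = only one of the two criteria met; inactive = mean below 10% and not all replicates reach 10%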;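 also: 0% = median of on-plate neutral control wells and 100% = ellipticine 6 µM median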
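System: 68-5-11 XiGFP fibroblast line; Timing: 3 days compound exposure; Compound dosing: one concentration, pinned; Benchmarks: positive control ellipticine, 6 µM final; Buffer or medium: DMEM containing 5-aza-dC.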
Numbers without * were called inactive; u = inconclusive; x = no result given; & = joins results of further samples.

Every second line gives: PAX8 reporter	GSIS activator	Xi reactivation	ARNT TACC3 PPI	DENV2 CPE	F508del corr	EWS-Fli inh	ERp5 inh
CCCCCC(=O)N1C[C@@H](O)[C@H](n2cc(COC(=O)c3ccccc3)nn2)C[C@@H]1c1ccccc1
 : -17	-43	0.0	x	5	1.4	-8	0
CC(C)C#Cc1ccc([C@H]2[C@H]3CN(C(=O)C4CCCCC4)CC(=O)N3[C@H]2CO)cc1
 : 4	-15	0.1	x	6	-2.0	6	0
CCC(=O)N[C@@H]1CC[C@H](CC(=O)NCC2CCCCC2)O[C@H]1CO
 : 12	20	1.0	0	u	-1.6	-4	3
C[C@@H]1CCCCO[C@H](CN(C)C(=O)Nc2ccccc2)[C@@H](C)CN([C@H](C)CO)C(=O)c2cc(NC(=O)Nc3ccc4c(c3)OCO4)ccc2O1
 : 0	-6	0.3	5	-4	1.8	1	-4
O=C(C=Cc1ccc2c(c1)OCO2)OCC=Cc1ccc2c(c1)OCO2
 : 2	20	0.2	1	2	1.7	4	2
Cc1ccccc1NC(=O)CSc1ccncc1
 : -23	-7	-0.1	0	2	1.4	-15	-4
C[C@H](CO)N1C[C@H](C)[C@H](CN(C)C(=O)Nc2ccc(F)cc2)Oc2ccc(NS(=O)(=O)c3ccc(F)cc3)cc2CC1=O
 : x	-6	-0.1	1	0	-2.5	-5	-2
CC(C)C[C@H]1CNC(=O)C(=O)N1CC1CCN(CCC(C)(C)C)CC1
 : -6	12	0.0	0	-2	1.4	-2	6
COCCNC(=O)C1(C)CCN(C(=O)c2sc(-c3ccccc3)nc2C)C1 (stereo not drawn)
 : -7	3	-0.1	x	3	-2.0	-3	2
Cc1ccccc1NC(=S)Nc1ccccn1
 : -20	7	0.2	10	-6	-0.2	-11	2
COc1c(C)cc(C(=O)C2CCCN(C(=O)c3cccc(-n4cccn4)c3)C2)cc1C (stereo not drawn)
 : -17	x	0.0	-7	1	-0.4	-15	6
COc1ccc(CCCc2n[nH]c(=S)o2)cc1
 : -9	7	0.0	-12	-3	0.2	0	0
CCc1ccccc1N(CC(=O)N1CCc2ccccc2C1)S(C)(=O)=O
 : -4	x	0.0	-2	-4	2.6	4	-2
C[C@H](CO)N1C[C@H](C)[C@@H](CN(C)CC2CC2)OCCCC[C@H](C)Oc2ccc(NS(=O)(=O)c3ccc(Cl)cc3)cc2C1=O
 : -9	-8	-0.3	12	-3	2.2	-4	-5
O=C(CCCC(=O)OCC(Cl)=C(Cl)Cl)Nc1ccccc1F
 : 7	x	0.1	-1	-7	0.9	-3	1
O=C(C[C@@H]1CC[C@H]2[C@@H](COC[C@@H](O)CN2Cc2cccc(-c3ccncc3)c2)O1)N1CCOCC1
 : 4	-1	0.2	-6	0	1.0	1	6
O=C(Nc1ccc(F)cc1)N1CCCCN2[C@H](CO)[C@@H](c3ccc(C4=CCCCC4)cc3)[C@H]2C1
 : 74*	-1	0.1	0	29*	0.1	u	-1
CC1(C)C(C=C(Cl)Cl)C1C(=O)Nc1ccc(S(=O)(=O)Nc2ncccn2)cc1 (stereo not drawn)
 : -10	17	0.2	-6	-1	-1.3	7	1
COc1ccc(NC(=O)N(C)C[C@@H]2Oc3ncc(C#CCC(C)C)cc3C(=O)N([C@@H](C)CO)C[C@H]2C)cc1
 : 12	-18	-0.2	x	-5	-2.6	10	0
C[C@@H]1CN([C@@H](C)CO)C(=O)c2cc(N(C)C)ccc2O[C@H]1CN(C)C(=O)NC1CCCCC1
 : -9	2	0.0	-3	-1	0.1	x	7
C[C@@H]1CN([C@H](C)CO)C(=O)Cc2cc(NS(=O)(=O)c3ccccc3)ccc2O[C@H]1CN(C)S(=O)(=O)c1ccc(Cl)cc1
 : -22	-1	-1.1	-3	-13	1.1	-2	x
CCCNC(=O)N1C[C@@H](C)[C@@H](OC)CN(C)C(=O)c2ccc(NC(=O)CC)cc2OC[C@H]1C
 : 24	8	-0.1	1	-2	1.4	-2	2
O=C(C[C@H]1C[C@H]2c3cc(NC(=O)NC4CCCCC4)ccc3O[C@H]2[C@@H](CO)O1)NCc1ccncc1
 : -6	4	0.0	1	-5	-5.7	1	4
NNC(=O)c1cc2ccccc2cc1O
 : 3	-25	-0.1	9	x	x	x	x
C[C@H](CO)N1C[C@H](C)[C@H](CN(C)Cc2ccc3c(c2)OCO3)OCCCC[C@H](C)Oc2ccc(NC(=O)Nc3cccc4ccccc34)cc2C1=O
 : 34	-24	-0.1	5	-23	5.6	-3	x
O=C(c1ccccc1)c1ccccc1C(=O)N1CCN(Cc2ccccc2F)CC1
 : 2	-2	1.7	-2	1	1.6	0	-7
COc1ccc(C(=O)N2CCCCCCC2)cc1OC1CCN(C(C)C)CC1
 : -11	8	0.1	-2	-4	-3.6	8	-8
CC(C)(C)C(=O)c1c(N)[nH]c(C(=O)c2ccccc2)c1-c1ccc(Br)cc1
 : 3	-37	0.0	x	-2	0.2	-1	1
COc1ccc(-c2csc(NC(C)c3nc4cc(Cl)c(Cl)cc4n3CCCO)n2)cc1 (stereo not drawn)
 : 40	3	0.0	-5	0	1.9	-13	2
CCO[C@H]1OC(C(=O)O)=C[C@@H](c2ccc(C(F)(F)F)cc2)[C@@H]1CCCO
 : 6&-13	-15	0.0	3&-9	7&7	-0.7&2.4	1&4	1&7
COC(=O)N(C)C[C@@H]1OCc2cnnn2CCCC(=O)N([C@H](C)CO)C[C@@H]1C
 : -1&5	16&6	0.0&-0.5	5&-3	u	-1.9&-1.8&-0.5	1&-1&-6	1&1&-5
CCOc1ccccc1NC1=C(OC)C(=O)C(Nc2ccccc2OCC)=C(OC)C1=O
 : 15	x	0.0	-5	u	0.7	-9	-1
COc1ccc2c(c1)C(=O)CCC2c1ccccc1 (stereo not drawn)
 : -4	30	0.2	-6	-3	0.5	-6	4
CC(C)NC(=O)Nc1ccc2c(c1)C(=O)N([C@H](C)CO)C[C@H](C)[C@H](CN(C)C)O2
 : -6	0	0.5	5	1	6.5	x	9
Cc1noc(C)c1NC(=O)N(C)C[C@H]1Oc2ccc(NC(=O)Nc3ccc4c(c3)OCO4)cc2C(=O)N([C@@H](C)CO)C[C@H]1C
 : x	3	-0.1	-12	19	-1.9	-4	6
Cc1ccc(C2NC(=O)c3n[nH]c(C(C)C)c32)cc1 (stereo not drawn)
 : -28	3	-0.1	x	-8	0.3	-26	3
Cc1noc(C)c1NC(=O)N(C)C[C@H]1Oc2ccc(NS(=O)(=O)c3cccs3)cc2C(=O)N([C@@H](C)CO)C[C@H]1C
 : x	13	0.6	-35	-3	-2.7	-9	-3
COc1ccc(NC(=O)N(C)C[C@@H]2Oc3ccc(NS(=O)(=O)c4cccs4)cc3CC(=O)N([C@@H](C)CO)C[C@@H]2C)cc1
 : 6	9	0.0	-15	-2	-1.6	1	x
CCc1ccc(C2=NN(CCC(=O)NC3CCCCCC3)C(=O)CC2)cc1
 : 1	-56	0.0	-6	3	1.2	x	4
C[C@H]1CN([C@@H](C)CO)C(=O)c2cc(NS(=O)(=O)c3cccs3)ccc2O[C@H]1CN(C)Cc1ccncc1
 : x	10	0.0	-4	-4	-2.3	-3	3
CC(OC(=O)c1ccc2c(c1)OCO2)C(=O)NC1CCCCC1C (stereo not drawn)
 : 11	14	-0.1	-6	-13	1.8	-3	3
Cc1ccc(C)c2[nH]c(=O)c(CCNC(=O)C(C)(C)C)cc12
 : -2	7	0.1	-11	-6	-0.7	-4	3
O=C(CC1CC1)N1CC[C@@H]2[C@@H](CO)Nc3ccc(-c4ccc(F)cc4)cc3[C@@H]21
 : -8	-12	0.3	14	12	0.3	15	-2
CNC[C@H]1Oc2ccc(NS(C)(=O)=O)cc2C(=O)N([C@H](C)CO)C[C@H]1C
 : 2	9	0.2	x	2	-1.5	5	-2
Cc1ccc2sc(N(CCCN(C)C)C(=O)c3ccc(S(=O)(=O)N(C)C4CCCCC4)cc3)nc2c1C
 : 29	-1	0.0	13	11	-6.5	52	-9
Cc1ccc2nc(SCC(=O)Nc3ccc4c(c3)OCO4)nc(=O)n2c1
 : -8	3	0.1	-3	0	-0.3	-14	-2
COc1cc2c(cc1OC)CC1(CCCCC1)N=C2
 : -39	10	0.0	-5	7	2.4	6	-4
CCCCn1c(N)c(N(CCOC)C(=O)c2ccc3c(c2)C(=O)N(c2cc(C)ccc2C)C3=O)c(=O)[nH]c1=O
 : 10	-9	0.3	1	0	-0.2	x	-8
O=C(NCCc1ccc(Cl)cc1)C1CCC(CNc2c(N3CCCCC3)c(=O)c2=O)CC1 (stereo not drawn)
 : 4	-3	0.0	3	-6	-1.9	-1	-2
O=S(=O)(c1ccc(Cl)cc1)N1CCN(C(=S)Nc2ccccc2F)CC1
 : 7	-16	-0.3	2	-7	-0.6	2	0
CCN1[C@@H]2Cn3c(ccc(C4=CCCCC4)c3=O)[C@H]1[C@@H](C(=O)NCCOC)[C@@H]2CO
 : x	6	0.5	-4	2	x	2	-3
O=S(=O)(NCC1CCCO1)c1ccc(NS(=O)(=O)c2ccc(F)cc2)cc1 (stereo not drawn)
 : -5	8	0.3	-8	5	-2.9	6	2
COc1cc(CNCCc2ccccc2)ccc1OCc1ccc(Cl)nc1
 : x	-15	x	4	17	x	x	13
O=C1C2C3CC4C5C3C1C5C1(SCCS1)C42 (stereo not drawn)
 : 2	15	0.2	x	3	-1.7	2	0
O=C1c2ccccc2C(=O)N1CCCCN(C(=O)c1cc2ccccc2oc1=O)c1ccc(F)cc1F
 : 15	-18	0.0	2	x	x	x	x
CC1NC(=O)NC1CCCCCC(=O)NCCc1ccccc1 (stereo not drawn)
 : x	-14	x	5	0	1.7	5	13
O=C(Nc1cccc([N+](=O)[O-])c1)c1ccn[nH]1
 : -58	8	0.0	-2	10	0.5	-85	-2
Cc1cc(C(=O)Nc2ccc(S(=O)(=O)N3CCOCC3)cc2)ccc1[N+](=O)[O-]
 : -10	-22	0.9	18	-3	1.5	9	0
C[C@H]1CN([C@@H](C)CO)C(=O)c2cccc(NC(=O)Nc3ccc(C(F)(F)F)cc3)c2O[C@@H]1CN(C)Cc1ccc2c(c1)OCO2
 : x	-13	-0.3	-3	u	-0.7	4	1
Cc1ccc(-n2cc(CNCCN3CCOC3=O)c(-c3ccc(F)cc3)n2)cc1
 : -41	-11	0.0	-3	6	0.8	-15	0

The list goes on:
Every second line gives: PAX8 reporter	GSIS activator	Xi reactivation	ARNT TACC3 PPI	DENV2 CPE	F508del corr	EWS-Fli inh	ERp5 inh
COCCn1c(SCC(=O)NC2(C#N)CCCCC2)nc2ccccc2c1=O
 : -2	2	-0.1	1	u	0.7	-41	-3
Clc1cccc(Nc2ncnc3ccc(Br)cc23)c1
 : x	11	x	-9	0	1.0	4	9
CCC(=O)Nc1ccc2c(c1)OC[C@@H](C)N(C(=O)CC1CC1)C[C@H](C)[C@@H](OC)CN(C)C2=O
 : x	10	0.6	-6	7	-0.3	0	-1
CC(CC(=O)Nc1ccc(F)cc1)S(=O)(=O)c1ccc2c(c1)NC(=O)CO2 (stereo not drawn)
 : 1	3	0.0	6	19	0.3	3	-1
COCCCn1cnnc1SCc1nc2sc(C(C)=O)c(C)c2c(=O)[nH]1
 : -25	-16	-0.1	-2	0	3.9	0	-1
C[C@@H]1CCCCO[C@H](CN(C)C(=O)CCC(F)(F)F)[C@H](C)CN([C@H](C)CO)C(=O)c2cc(NS(=O)(=O)c3ccc(Cl)cc3)ccc2O1
 : 39	-18	0.4	1	-7	4.4	x	12
